# IL-1B inflam inh: blocks inflammasome-driven IL-1 beta release; THP-1 LPS/ATP IL-1B secretion, AlphaLISA, 16 h; active compounds read low; activity change, % at 57.5 µM; actives 4.7% (n = 360,000); AID 743279; in the data active = activity change below about -50%; inconclusive = mostly about -30% to -49%; also: % is scaled to controls: 0 for no effect and ±100 for the full control effect
#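 THP-1 cells pretreated 1 hr with compounds (up to 57.5 uM final), then stimulated with LPS (250 ng/mL final) plus ATP (1.25 mM final); secreted IL-1B measured by AlphaLISA after 16 hr, decreased signal indicating inhibition.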
# Nrf2 inh: inhibitors of Nrf2 signaling; actives 2.1% (n = 360,000); A549 ARE-Fluc reporter, luciferase luminescence, 18-24 h; Potency, µM (top dose mostly 46 µM), without a hit: top-dose activity change, negative = inhibition, most hits filed as inhibitors; AID 504444; also: potency is read from the fitted curve at half-maximal effect; % is scaled to controls: 0 for no effect and ±100 for the full control effect; nearly all actives have a fitted effect of over 60% in size
#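 Two sequential reads on A549 ARE_Fluc cells exposed to compound for 18-24 h: a CellTiter-Fluor fluorescence read for viability, then a luciferase luminescence read for Nrf2/ARE activity.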
# TGFb inhibitor: blocks TGF-b signaling. HepG2 CAGA-GFP TGF-b/SMAD3 reporter, GFP fluorescence, 18 h; TGF-beta stimulated, 500 pg/mL final. Potency, µM (series often up to 46.1 µM), without a hit: top-dose activity, negative = inhibition, usual class: inhibitors. actives 1.2% (n = 410,000). AID 588855; also: potency is read from the fitted curve at half-maximal effect; % is scaled to controls: 0 for no effect and ±100 for the full control effect; nearly all actives have a fitted effect of over 65% in size
#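 Using HEPG2 CAGA-GFP reporter cells at 1000 cells/well, we pinned test compounds, stimulated with recombinant TGF-beta (500 pg/mL final) and measured total well GFP after 18 h.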
# Nrf2 activator: activates Nrf2 signaling | AREc32 ARE-luciferase reporter (MCF7-derived line), luminescence, 24 h | AID 624171 | Potency, µM (series often up to 46.1 µM), for inactives: at the highest dose activation, most hits filed as activators | actives 0.31% (n = 410,000); also: potency is read from the fitted curve at half-maximal effect; % of control where 0% means no effect; nearly all actives have a fitted effect of over 65% in size
#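 AREc32 cells carrying an ARE-driven firefly luciferase reporter were seeded at 1000 cells/well in OPTI-MEM with 5% FBS, then exposed to compound for 24 hr at 37 deg C. Luminescence was read with Steady-Glo after 30 min at RT.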
# A549 tox: kills or reduces viability of A549 cells in Nrf2 counter-screen; A549 ARE-Fluc cells, CellTiter-Fluor viability, 18-24 h; Potency, µM (titrated, usually from 46 µM), for the others: at the highest dose activity change, negative = cytotoxicity, hits mostly inhibitors; actives 0.16% (n = 390,000); AID 504648; also: potency is read from the fitted curve at half-maximal effect; % is scaled to controls: 0 for no effect and ±100 for the full control effect
#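 Cytotoxicity counterscreen: CellTiter-Fluor fluorescence was measured in A549 ARE_Fluc cells after 18-24 h of compound exposure in a concentration series. The subsequent BugLite luminescent read reports ARE-luciferase activity.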
# HepG2 viability: HepG2 cytotoxicity, counter-screen for TGF-b inhibitors | AID 588856 | Potency, µM (highest dose often 46.1 µM), without a hit: top-dose activity change, negative = cytotoxicity, hits mostly cytotoxic | actives 0.76% (n = 410,000) | HepG2 CAGA-GFP viability, ATP luminescence, 18 h; also: potency is read from the fitted curve at half-maximal effect; some results filed as inactive show a strong effect at the top dose
#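 HepG2 CAGA-GFP cells (1000/well, DMEM with 1% FBS) received compound, then TGF-beta at 500 pg/mL final, and were incubated 18 hours at 37 degrees C. Viability was read by CellTiter-Glo luminescence. Media-only wells were set as complete cell-killing and DMSO as no toxicity.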
# MCF10A rereplic: inducers of DNA re-replication in MCF 10A breast cells. MCF 10A DNA re-replication, Hoechst nuclear intensity, 48 h. Potency, µM (highest dose often 46.1 µM), for inactives: at the highest dose activity, positive = re-replication, usual class: activators. actives 2.9% (n = 350,000). AID 624296; also: potency is read from the fitted curve at half-maximal effect; % of control where 0% means no effect; nearly all actives have a fitted effect of over 50% in size
# ATXN viability: cell viability loss in ATXN counter-screen; S2 cells (HEK-293 line with an ATXN2-luciferase reporter) viability, CellTiter-Fluor protease fluorescence, 24 h; Potency, µM (doses to about 56.7 µM), most hits filed as cytotoxic; actives 0.49% (n = 400,000); also: potency is read from the fitted curve at half-maximal effect; nearly all actives have a fitted effect of over 40% in size
# ATXN2 expr inh: inhibitors of ATXN2 expression; HEK-293 ATXN2-luciferase reporter, luminescence, 24 h; Potency, µM (top dose mostly 57 µM), for the others: at the highest dose activity change, negative = inhibition, actives largely listed as inhibitors; actives 0.72% (n = 360,000); also: potency is read from the fitted curve at half-maximal effect; % is scaled to controls: 0 for no effect and ±100 for the full control effect; nearly all actives have a fitted effect of over 55% in size
#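 ATXN2-luciferase reporter cells (luciferase flanked by upstream and downstream ATXN2 gene portions) were treated 24 h at 37 °C with compounds at up to 57 uM. SteadyGlo luminescence gave expression; GF-AFC fluorescence gave viability.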
# * = called active by the depositor; i = inactive; ? = inconclusive; . = no result given; & = joins results of further samples; [ ] = another dose, or the depositor's remark. Unless noted, calls follow the shape of the dose curve; as a rule, active = well fitted curve in the direction sought with a large enough effect; inconclusive = small, poorly fitted or top-dose-only effect, or another doubt; inactive = no such curve, though single readings can be large; an effect the other way counts as inactive or inconclusive.
SMILES,IL-1B inflam inh,Nrf2 inh,TGFb inhibitor,Nrf2 activator,A549 tox,HepG2 viability,MCF10A rereplic,ATXN viability,ATXN2 expr inh
COc1ccc(S(=O)(=O)NC(CC(=O)N2CCC3(CC2)OCCO3)C(C)C)cc1 (centres undefined),4,9%,6%,-0.2%,4%,7%,-11%,i,-11%
COC(=O)C1=C(c2cccc(OC)c2OC)C[C@@H]2CC[C@H]1N2C(=O)NC1CCCCC1,8,16%,3%,-0.1%,-11%,-1%,-2%,i,11%
CC1=C(C(=O)OC(C)C)[C@]2(C(=O)N(CC(N)=O)c3ccccc32)C(C#N)=C(N)O1,-3,5%,-30%,-0.9%,-8%,-22%,0%,i,-10%
COC(=O)C1=C(c2cc3ccccc3s2)C[C@@H]2CC[C@H]1N2C(=O)NCc1cccc2ccccc12,-5,?,-1%,2.0%,-4%,-19%,?,i,4%
CC1CN(CCc2ccccc2)CC(C)O1 (centres undefined),15,-4%,9%,-0.1%,0%,-65%,4%,i,-4%
O=c1[nH]c(=O)n(CCc2ccc(F)cc2)c(O)c1C=NCCCn1ccnc1,-1,-10%,-31%,-0.8%,-11%,-8%,6%,?,-5%
C[C@]12CC[C@H]3[C@@H](CCC4=CC(=O)CC[C@@]43O)[C@@H]1CCC2=O,10,?,12%,2.3%,-7%,4%,-14%,i,.
Cc1cc(=O)oc2cc(OCC(=O)N3CCN(C(C)c4ccccc4)CC3)c(Cl)cc12 (centres undefined),?,-21%,-11%,-1.6%,-2%,-15%,16%,.,.
CCOP(=O)(OCC)C(NC(=O)c1ccc(OC)cc1)C(Cl)(Cl)Cl (centres undefined),5,-24%,19%,-0.4%,-10%,-43%,3%,?,-5%
C/C=C1/CN2[C@@H]3C4CO[C@@H]3c3c([nH]c5cc(OC)ccc35)[C@@H]2CC14 (some centres undefined),3,6%,-13%,-0.5%,-1%,3%,-2%,i,2%

# Single values from the results shown.
# CC1=C(C(=O)OC(C)C)[C@]2(C(=O)N(CC(N)=O)c3ccccc32)C(C#N)=C(N)O1 – Nrf2 activator = -0.9%
# COC(=O)C1=C(c2cccc(OC)c2OC)C[C@@H]2CC[C@H]1N2C(=O)NC1CCCCC1 – ATXN2 expr inh = 11%
# C/C=C1/CN2[C@@H]3C4CO[C@@H]3c3c([nH]c5cc(OC)ccc35)[C@@H]2CC14 (some centres undefined) – IL-1B inflam inh = 3

# Later entries
SMILES,IL-1B inflam inh,Nrf2 inh,TGFb inhibitor,Nrf2 activator,A549 tox,HepG2 viability,MCF10A rereplic,ATXN viability,ATXN2 expr inh
COCCCNC(=O)c1c(NC(=O)c2ccccc2Cl)n(Cc2ccccc2)c2nc3ccccc3nc12,-4,-23%,-3%,-0.7%,0%,24%,?,.,-8%
Cc1ccnc(-n2c(C)nc3ccccc3c2=O)c1,21,10%,5%,4.6%,2%,2%,0%,?,21%
CC(CC(C)(C)N1CC1)=NO,-20,2%,-38%,-0.8%,-2%,-16%,16%,i,?
CC1(C)CC2CCC(O)C2C(CCO)N1 (centres undefined),4,10%,-1%,0.0%,-4%,3%,?,?,4%
CC1C(c2cccs2)=[N+]([O-])C(C)(C(=O)c2cccs2)N1O (centres undefined),0,-11%,1%,-0.7%,1%,-5%,10%,i,-1%
CC(=O)OC(C)(C)/C=C/C(=O)[C@](C)(O)[C@H]1[C@H](O)C[C@@]2(C)[C@@H]3CC=C4[C@H](C[C@H](O)C(=O)C4(C)C)[C@]3(C)C(=O)C[C@]12C,-112*,?,2.8µM*,-3.1%,?,-82%,?,.,14µM*
CCc1c(C)nc(N)nc1N1N=C1SCC(=O)OC,6,7%,-12%,0.1%,4%,-1%,0%,i,-12%
CC(=O)O[C@H]1C[C@@H]2CC[C@@H]3[C@H](CC[C@]4(C)C(=O)CC[C@@H]34)[C@@]2(C)C[C@@H]1OC(C)=O,12,-4%,-1%,-0.7%,-8%,-13%,-6%,i,-8%
O=c1c2ccccc2nc(CSc2ncnc3nc[nH]c23)n1-c1ccccc1Cl,-18,-15%,2%,0.6%,-17%,-3%,8%,i,-3%
CCCNC(=O)N1[C@H]2CC[C@@H]1C(C(=O)OC)=C(c1ccc(-c3ccccc3)c(F)c1)C2,?,16µM*,?,3.7%,0%,-12%,5%,?,?
NCCCN1CCN(c2ccccc2)CC1,-7,5%,5%,-0.6%,5%,17%,1%,i,-7%
O=C(Cc1ccccc1)N1CCN(Cc2ccc(Cl)cc2)CC1,7,-1%,-13%,0.0%,-3%,-2%,19%,?,?
CCc1ccc(NC(=O)CN2C(=O)C3(SCC(=O)N3c3ccc(F)c(F)c3)c3ccccc32)cc1 (centres undefined),.,?,?,5.0%,-17%,-22%,.,i,?
COc1ccccc1N1CCN(C(CNC(=O)Oc2ccccc2)c2cccnc2)CC1 (centres undefined),-17,4%,-3%,-0.4%,-2%,-2%,0%,i,-8%
CCOc1ccc(N)cc1,5,-4%,16%,-0.3%,1%,11%,-4%,i,-1%
C=C1C(=O)[C@@]23C[C@H]4[C@@H]5[C@@]6(C)CCC[C@@]57[C@@H]2[C@@H](O)[C@@H]1C[C@H]3[C@H]7N4C6,-108*,23µM*,13µM*,-2.8%,13µM*,-48%,15µM*,7.9µM*,?
CCOC(=O)[C@]12Cc3cc(C)ccc3[C@H]1N(C)C(=O)c1ccccc12,-13,.,.,4.5%,.,.,.,?,1%
CCOc1ccc(C(=O)OC2CC3CCC(C2)N3C)cc1 (centres undefined),18,3%,27%,8.0%,14%,2%,23%,?,.
Cc1ccc(C)c(NC(=O)CCNC(=O)N2C[C@H]3C[C@@H](C2)c2cccc(=O)n2C3)c1,11,4%,-14%,0.6%,1%,-44%,?,i,9%
COc1ccc(-c2nn3c(=O)cc(CN4CCN(S(=O)(=O)c5ccc(C)cc5)CC4)nc3s2)cc1,.,.,-22%,-0.6%,4%,-4%,.,?,4%
CCCCc1cc(=O)oc2cc(OCC(=O)N3C[C@H]4C[C@@H](C3)c3cccc(=O)n3C4)c(Cl)cc12,-12,?,-4%,-0.4%,-7%,-11%,0%,i,-13%
O=P(O)(O)Oc1ccccc1P(=O)(c1ccccc1)c1ccccc1,48,1%,7%,-0.1%,8%,0%,-10%,i,.
COC(=O)c1ccc(NC(=O)CSc2nc3ccc(N4C(=O)C5C6C=CC(C6)C5C4=O)cc3s2)cc1 (centres undefined),?,18µM*,-6%,0.1%,?,-39%,?,?,?
COc1cccc(N=Cc2c(O)n(Cc3ccco3)c(=O)[nH]c2=O)c1,-8,-13%,1%,2.8%,-2%,-1%,-2%,i,-17%
CC[N+](CC)(CC#CCO)CC#Cc1ccccc1,10,22%,1%,0.0%,-1%,-5%,-14%,i,6%
CC1c2ccccc2-n2nncc2CN1CC1CCCCC1 (centres undefined),16,-7%,-24%,-0.2%,-3%,-32%,14%,i,-18%
C#CC[N+]1(C)[C@@H]2CC[C@H]1CC(OC(=O)C(CO)c1ccccc1)C2 (some centres undefined),-23,-6%,22%,0.3%,2%,1%,-4%,i,.
Cc1cc(OC(C)C(=O)NCC(O)c2ccccc2)c2c3c(c(=O)oc2c1)CCC3 (centres undefined),6,-24%,3%,1.6%,-11%,-4%,1%,i,-21%
O=C(CSc1ccccc1)Nc1ccc(C(=O)Nc2cccc(O)c2)cc1,3,-7%,-25%,6.1%,-1%,-10%,-14%,i,.
CN(C)c1ccc(NC(=O)CN2C(=O)CN=C(c3ccccc3)c3cc(Cl)ccc32)cc1,-62*,-9%,-10%,0.3%,-12%,0%,-1%,?,?
O=C(COc1ccccc1)Nc1ccc(Cl)cc1C(=O)c1ccccc1,21,?,-13%,-0.5%,1%,-7%,5%,i,-16%
CN1C2CCC1C(C(=O)O)C(OC(=O)c1ccccc1)C2 (centres undefined),29,-9%,2%,0.6%,-4%,-1%,-2%&2%,i,-9%
O=C(Oc1ccc2ccccc2c1Cl)N1CCCC1,-2,?,6%,0.0%,-6%,-24%,26%,i,172%[activator]
O=C1/C(=C/c2cccc([N+](=O)[O-])c2)N2CCC1CC2,-68*,-4%,5%,4.6%,10%,-16%,2%,i,1%
COC(=O)C1=C(c2ccccc2)C[C@@H]2CC[C@H]1N2C(=O)N1CCCC1,4,-3%,?,-0.3%,-1%,0%,-20%,i,3%
CC(C)c1oc(=O)cc2c1[C@@H](O)[C@H]1OC(=O)[C@@]3(C)CC[C@@H](O)[C@@]2(C)C13 (some centres undefined),62,18µM*,2µM*,-3.2%,?,-25%,12%,?,13µM*
CC(=O)N(C1=NCCCS1)c1ccc(F)cc1,-3,9%,14%,0.1%,-4%,-12%,-1%,i,2%
CNCCc1c[nH]c2ccccc12,12,28%,1%,5.4%,-3%,-1%,-1%,i,9%
O=C(Nc1ccc2c(c1)OCO2)c1cn(Cc2ccc(F)cc2)nn1,-22,15%,-5%,-0.1%,-12%,-20%,?,?,11%
NS(=O)(=O)c1ccc(N=Cc2c(O)n(-c3ccccc3)c(=O)[nH]c2=O)cc1,28,-5%,?,-0.4%,3%,8%,0%,i,-6%[11.3 µM]
COc1ccc2ccc(O)c(CN3CC=C(c4ccccc4)CC3)c2c1,-16,-18%,?,?,0%,-38%,12%,?,.
CC1CCN(C(=O)Cn2c3ccccc3c3nc4n(c(=O)c32)CCCS4)CC1,19,-14%,0%,-0.4%,-9%,9%,-2%,?,-19%

# This is a subset. The share of hits here may be higher or lower than overall.
